MrgX1 PAM – allosterically activates human MrgX1 receptor signaling; Q96LB2; MrgX1-HEK293, Fluo-4 calcium flux, FDSS; active compounds read high; B-score at 10 µM; hit rate 0.63% among 310,000; AID 588675;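 active means plate-corrected calcium response at least 3 library SD above typical, normal starting fluorescence, not activating the receptor alone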;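 further: compound read alongside a low EC10 to EC30 dose of BAM8-22 agonist; peak minus trough fluorescence over baseline measured at the second addition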
RGS4 block – human RGS4 inhibition; P49798; HEK293 M3R/RGS4 inducible, Fluo-4 calcium flux; active compounds read high; triggered by carbachol at its EC20; B-score at 10 µM; hit rate 0.45% among 310,000; AID 463165;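 active means B-score, a plate-corrected calcium signal, over three deviations above library mean, with baseline fluorescence within five deviations of library mean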;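 further: RGS4 expression induced by doxycycline in cells with stable M3 receptor; B-score is computed from the integrated fluorescence ratio over baseline after carbachol; higher B-score means a larger calcium signal and so more RGS4 inhibition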
HDAC3 inh – human HDAC3 inhibition; O15379; recombinant HDAC3, fluorogenic peptide/trypsin coupled, fluorescence; inhibition, % at 8.3 µM; hit rate 0.15% among 320,000; AID 2718; in the data active means inhibition above about 26%, passing the limit was not always enough; inconclusive means no clear call, values can overlap the other calls
MrgX1 antag – human MrgX1 receptor antagonism, primary screen; MRGX1-HEK293 calcium flux, Fluo-4, BAM8-22 antagonism; active compounds read low; B-score at 10 µM; hit rate 1.3% among 310,000; AID 588676;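 active means calcium-response B-score plate-corrected more than 3 library SD below zero, starting fluorescence within 5 deviations, no agonist response on first addition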;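 further: peak minus trough fluorescence over baseline after final BAM8-22 challenge near maximal dose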
ANO1 activ – mouse TMEM16A channel activation, primary screen. Q8BHY3. HEK293 TMEM16A/YFP-H148Q/I152L, iodide quench fluorescence; active compounds read low. B-score at 10 µM. hit rate 0.3% among 340,000. AID 623877;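 active means fluorescence-ratio B-score plate-corrected deviation score at least 3 library SD below zero, with starting fluorescence score within 5 deviations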;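 further: channel opened by trigger with iodide after compound preincubation; score built on the fluorescence ratio of max minus min over baseline; more negative score means more quench and so TMEM16A activation or potentiation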
Target sequence (Q8BHY3 whole entry, looked up): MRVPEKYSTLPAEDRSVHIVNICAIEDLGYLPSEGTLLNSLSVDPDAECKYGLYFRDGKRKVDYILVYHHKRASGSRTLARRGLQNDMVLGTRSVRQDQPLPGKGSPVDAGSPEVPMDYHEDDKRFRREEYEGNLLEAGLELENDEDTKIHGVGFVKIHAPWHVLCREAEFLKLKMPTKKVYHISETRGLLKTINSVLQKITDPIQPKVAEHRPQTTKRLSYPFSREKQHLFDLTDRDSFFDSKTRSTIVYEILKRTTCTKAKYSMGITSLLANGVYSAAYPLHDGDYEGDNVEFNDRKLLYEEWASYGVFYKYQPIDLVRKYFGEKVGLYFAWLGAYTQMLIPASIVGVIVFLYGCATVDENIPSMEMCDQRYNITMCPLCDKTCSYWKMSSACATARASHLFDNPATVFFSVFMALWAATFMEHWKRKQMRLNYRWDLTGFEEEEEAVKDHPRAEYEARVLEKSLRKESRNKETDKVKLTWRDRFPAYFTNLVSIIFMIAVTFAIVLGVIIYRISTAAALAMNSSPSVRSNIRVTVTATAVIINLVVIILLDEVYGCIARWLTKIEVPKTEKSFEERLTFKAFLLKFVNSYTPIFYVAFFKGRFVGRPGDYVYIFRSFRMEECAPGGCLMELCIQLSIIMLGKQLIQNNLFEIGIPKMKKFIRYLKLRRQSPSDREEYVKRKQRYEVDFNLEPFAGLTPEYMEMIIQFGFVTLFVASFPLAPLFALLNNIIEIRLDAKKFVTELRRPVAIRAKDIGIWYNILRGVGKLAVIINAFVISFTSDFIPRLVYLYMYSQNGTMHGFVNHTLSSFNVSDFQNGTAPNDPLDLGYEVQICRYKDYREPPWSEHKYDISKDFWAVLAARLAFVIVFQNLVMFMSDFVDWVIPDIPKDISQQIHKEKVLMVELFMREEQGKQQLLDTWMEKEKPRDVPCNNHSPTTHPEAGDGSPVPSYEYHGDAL
MrgX1 agonist – human MrgX1 receptor agonism, primary screen; hit rate 0.44% among 310,000; Q96LB2; MrgX1-HEK293 cells, Fluo-4 calcium fluorescence, agonist mode; active compounds read high; B-score at 10 µM;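 active means calcium response B-score plate-corrected fluorescence ratio at least 3 library SD, with starting fluorescence B-score inside 5 SD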
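Assay system: stable human MrgX1 HEK293 cell line. Quantity: 15,000 cells per well. Schedule: cells plated overnight, dye loaded 0.5 h 37 °C, 0.5 h room temperature. Detection: Fluo-4 NW calcium-flux fluorescence, kinetic read. Read-out basis: peak-minus-minimum fluorescence over baseline, converted to B scores. Control set: positive and negative control wells on each plate.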
TMEM16A inh – mouse TMEM16A channel inhibition, primary screen; Q8BHY3; HEK293 TMEM16A/YFP iodide influx fluorescence, ionomycin; normalized B-score (activity score, 25-100; higher = stronger inhibition) at 10 µM; hit rate 1.2% among 310,000;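 active means ratio plate-corrected score three or more library SD toward inhibition, starting fluorescence score within five deviations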;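 further: score derived from kinetic fluorescence span divided by baseline fluorescence per well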
SKKanGAS inh – blocks kanamycin growth of S. pyogenes SKKanGAS strain. AID 1662. inhibition, % at 7.5 µM. BacTiter-Glo, 6 h. hit rate 1.3% among 300,000;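 active means mean replicate score, as percent of positive control median, at least 50; inconclusive means mean below 50 but one replicate at or above 50; inactive means mean and every replicate below 50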;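 further: strain carries kanamycin resistance gene driven by streptokinase promoter and grows in 40 µg/ml kanamycin; loss of luminescence reflects streptokinase promoter inhibition or plain growth inhibition; 0% = median of DMSO wells and 100% = positive control at its reference dose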
TRPC6 inh – mouse TRPC6 channel inhibition; Q61143; HEK293-TRPC6, membrane potential dye, ACh-evoked depolarization; active compounds read low; B-score at 10 µM; hit rate 1.1% among 310,000; AID 2553;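 active means B-score under library mean minus 3 SD, initial fluorescence not abnormally high, positive integrated signal ratio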;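 further: B-score derived from integrated fluorescence ratio over the kinetic read; more negative B-score means stronger inhibition of depolarization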
TRPC6 activator – activators of mouse TRPC6 channel | Q61143 | HEK293-TRPC6 membrane potential dye fluorescence; active compounds read high | B-score at 10 µM | hit rate 0.13% among 310,000 | AID 2550;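 active means B-score of the integrated fluorescence ratio above library mean plus 3 SD, and starting fluorescence ratio within library mean plus 5 SD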;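 further: higher score means more depolarization so channel activation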
RGS4 pot – RGS4 potentiation or activation | B-score at 10 µM | hit rate 0.92% among 310,000 | HEK293 M3R/inducible RGS4, carbachol calcium flux Fluo4; active compounds read low | AID 463111;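 active means B-score of the integrated calcium signal more than 4 SD below the library mean, with starting fluorescence not abnormally high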;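 further: negative B-score means reduced calcium response which marks RGS4 activation or potentiation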
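System – HEK293 FlpIn-TREx cells, stable M3R, doxycycline-inducible RGS4 · Reagent – ECmax carbachol challenge · Times – compound preincubation 20 min at room temperature before agonist · Technique – Fluo4 fluorescence kinetic imaging of calcium · Measure – B score of integrated Fluo4 ratio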
Starred values were filed as active, the others as inactive; i = inactive; u = inconclusive; x = not tested or not shown.

SMILES	MrgX1 PAM	RGS4 block	HDAC3 inh	MrgX1 antag	ANO1 activ	MrgX1 agonist	TMEM16A inh	SKKanGAS inh	TRPC6 inh	TRPC6 activator	RGS4 pot
CCOc1ccc(/C(CC)=N/NC(=O)C2(C)CC2(Br)Br)cc1 (centres undefined)	i	i	9.8	i	i	i	i	-2.2	i	i	i
Cc1nc(NC(=O)COc2ccccc2)sc1C(=O)Nc1cccc(Cl)c1	i	i	2.2	i	i	i	i	5.4	i	i	i
CCOC(=O)C(Sc1ncn[nH]1)c1ccccc1 (centres undefined)	i	i	-9.6	i	i	i	i	-3.5	i	i	i
COc1ccc(CCNC(=O)CCS(=O)(=O)c2ccc(C)cc2)cc1OC	i	i	7.0	i	i	i	i	-5.7	i	i	i
O=C(c1cc(-c2ccc(Br)cc2)on1)N1CCOCC1	i	i	-11.4	i	i	i	i	18.5	i	i	i
CC(C)NC(=O)C(=O)N/N=C/c1ccco1	i	i	9.4	i	i	i	i	1.7	i	i	i
COc1ccc(CN2CC(C(=O)NCCCOC(C)C)CC2=O)cc1 (centres undefined)	i	i	-13.9	i	i	i	i	3.5	i	i	i
O=c1c2oc3ccccc3c2[nH]c(=S)n1-c1ccc(F)cc1	i	i	-1.0	i	i	i	i	-7.5	i	i	i
Cc1cc(O)ccc1NC(=S)NC(=O)c1cncc(Br)c1	i	i	-0.2	i	i	i	i	73.7*	i	i	i
NS(=O)(=O)c1ccc(NC(=O)Cc2cccs2)cc1	i	i	-6.2	i	i	i	i	1.2	i	i	i
CC(=O)N1CCOc2ccc(S(=O)(=O)N3CCC(C(=O)Nc4ccc(F)cc4)CC3)cc21	i	i	u	i	i	i	i	1.2	i	i	i
O=C1N/C(=N/c2ccccn2)SC1Cc1ccccc1 (centres undefined)	i	i	0.4	i	i	i	i	8.7	i	i	i
O=C(Nc1ccc(-c2cn3c(n2)SCC3)cc1)c1ccc2ccccc2n1	i	i	-0.3	i	i	i	i	21.4	i	i	-7.38*
Cn1cc(/C=C(\NC(=O)c2ccccc2Cl)C(=O)N2CCOCC2)c2ccccc21	i	i	11.6	i	i	i	i	18.9	i	i	i
O=[N+]([O-])c1ccccc1S(=O)(=O)N1CCCC(C(F)(F)F)C1 (centres undefined)	i	i	-4.3	i	i	i	i	19.5	-5.09*	i	i
COc1ccc(S(=O)(=O)CCC(=O)N2CCN(c3ccccc3F)CC2)cc1	i	i	-4.1	i	i	i	i	-4.7	i	i	i
COc1ccc(-c2ccc3sc4ccccc4c(=O)c3c2)cn1	i	i	-9.1	i	i	i	i	3.4	i	i	i
O=C(CNC(=O)C1CCCCC1)OCC(=O)c1ccc(Cl)s1	i	i	-8.8	i	i	i	i	-4.7	i	i	i
O=C(CSc1nc2ccc(Nc3nc(N4CCOCC4)nc(N4CCOCC4)n3)cc2s1)NCc1ccco1	i	i	4.8	i	i	i	i	31.0	i	i	i
O=C(O)c1nn(-c2ccc(F)cc2)ccc1=O	i	i	0.6	i	i	i	i	-5.5	i	i	i
Cc1cc2c(OCC(O)CN3CCCC3)cccc2[nH]1 (centres undefined)	i	i	-3.1	i	i	i	i	0.2	i	i	i
CCNC(=O)c1sc(-c2ccccc2)nc1C	i	i	4.3	i	i	i	i	-6.6	i	i	i
Cc1cccc(C)c1NC(=O)COc1cccc(/C=N/NC(=O)C(=O)NCc2ccccc2)c1	i	i	-16.0	i	i	i	i	-12.6	i	i	i
COc1ccc(NC(=O)c2cnc(SCC(=O)NCCc3ccccc3)n(C)c2=O)cc1	i	i	8.8	i	i	i	i	4.9	i	i	i
O=C(N/N=C/c1ccc2c(c1)OCO2)c1cc(-c2ccccc2)nc2ccccc12	i	i	-4.6	i	i	i	i	4.6	i	i	i
Cc1cccc(N2C(=O)CC(Cn3nc(C)cc3C)C2=O)c1 (centres undefined)	i	i	-0.2	i	i	i	i	9.8	i	i	i
O=C(Nc1ccc(F)cc1F)c1cc2ncc(Br)cn2n1	x	i	x	x	x	x	x	-1.2	i	i	i
CC/C(=N\NC(=O)c1ccncc1)C12CC3CC(CC(C3)C1)C2	i	i	-4.6	i	i	i	i	-0.1	i	i	i
COc1ccccc1NC(=O)C(=O)N/N=C/c1ccc([N+](=O)[O-])s1	x	i	x	x	i	x	x	3.1	i	i	i
COc1ccc(C2CC(c3cccs3)=NN2S(=O)(=O)c2ccc(C)cc2)cc1 (centres undefined)	i	6.22*	5.8	i	i	i	i	-4.3	i	i	i

Arranged by count of non-hydrogen atoms (largest number first): some entries from above.
SMILES	MrgX1 PAM	RGS4 block	HDAC3 inh	MrgX1 antag	ANO1 activ	MrgX1 agonist	TMEM16A inh	SKKanGAS inh	TRPC6 inh	TRPC6 activator	RGS4 pot
Cc1cccc(C)c1NC(=O)COc1cccc(/C=N/NC(=O)C(=O)NCc2ccccc2)c1	i	i	-16.0	i	i	i	i	-12.6	i	i	i
O=C(N/N=C/c1ccc2c(c1)OCO2)c1cc(-c2ccccc2)nc2ccccc12	i	i	-4.6	i	i	i	i	4.6	i	i	i
Cc1cccc(N2C(=O)CC(Cn3nc(C)cc3C)C2=O)c1 (centres undefined)	i	i	-0.2	i	i	i	i	9.8	i	i	i
Cc1cc2c(OCC(O)CN3CCCC3)cccc2[nH]1 (centres undefined)	i	i	-3.1	i	i	i	i	0.2	i	i	i

Later entries
SMILES	MrgX1 PAM	RGS4 block	HDAC3 inh	MrgX1 antag	ANO1 activ	MrgX1 agonist	TMEM16A inh	SKKanGAS inh	TRPC6 inh	TRPC6 activator	RGS4 pot
O=C(Cc1cc(=O)[nH][nH]1)N/N=C/c1ccccc1Cl	i	i	-4.4	i	x	i	i	20.2	i	i	i
CN(CC(=O)N1CCCCCC1)S(=O)(=O)c1ccc(F)cc1	i	i	-0.4	i	i	i	i	1.8	i	i	i
CC1(C)CC2CC(C)(CN2C(=S)Nc2ccccc2)C1 (centres undefined)	i	i	0.1	i	i	i	i	-3.5	i	i	i
CCNC(=O)c1ccc(-n2nc(C(F)(F)F)c3c2CCCC3)cc1	i	i	3.5	i	i	i	i	1.7	i	i	i
O=[N+]([O-])c1ccc(-c2csc(N3CCCCCC3)n2)cc1	9.06*	i	7.3	i	i	i	i	2.3	i	i	i
O=C(c1cc2nc(C3CC3)cc(C(F)F)n2n1)N1CCOCC1	i	i	4.9	i	i	i	i	1.5	i	i	i
Cn1ccnc1C1CCCCN1Cc1nc(-c2ccc3c(c2)OCO3)no1 (centres undefined)	i	i	-1.0	i	i	i	i	10.5	-5.3*	i	-7.75*
CC(C)CC(=O)N1CCN(Cc2ccccc2[N+](=O)[O-])CC1	i	i	3.9	i	i	i	i	-9.2	i	i	i
COc1ccc(OC)c(NC(=O)CCC(=O)Nc2nnc(C(F)(F)F)s2)c1	i	i	-1.8	i	i	i	i	-3.3	i	i	i
CC(C)Cc1nnc(NC(=O)c2cc(S(=O)(=O)N(C)C)ccc2N2CCCC2)s1	i	i	-3.5	i	i	i	i	0.5	i	i	i
CCCCn1c(N)c(N(CCOC)C(=O)Cn2c(=O)oc3ccccc32)c(=O)[nH]c1=O	i	i	-3.8	i	i	i	i	1.0	i	i	i
CCCCCCc1c(C)c2ccc(OCC(=O)N[C@@H](Cc3ccccc3)C(=O)O)cc2oc1=O	i	i	-4.0	i	i	i	i	35.0	i	i	i
Cc1cc(NC(=O)c2ccc(S(=O)(=O)Nc3ccccc3)cc2)no1	i	i	0.2	i	i	i	i	6.1	i	i	i
Nc1cc(Cl)ccc1N1C(=O)CCC1=O	i	i	-0.3	i	i	i	i	-2.4	i	i	i
O=C(O)c1ccc2c(c1)C(=O)N(NC(=O)c1ccccc1)C2=O	i	i	4.4	i	i	i	i	0.1	i	i	i

Record cards, as listed above. Screens in order: MrgX1 PAM	RGS4 block	HDAC3 inh	MrgX1 antag	ANO1 activ	MrgX1 agonist	TMEM16A inh	SKKanGAS inh	TRPC6 inh	TRPC6 activator	RGS4 pot
`O=C(O)c1ccc2c(c1)C(=O)N(NC(=O)c1ccccc1)C2=O` reads i	i	4.4	i	i	i	i	0.1	i	i	i
`CC1(C)CC2CC(C)(CN2C(=S)Nc2ccccc2)C1` (centres undefined) reads i	i	0.1	i	i	i	i	-3.5	i	i	i

More records follow.
SMILES	MrgX1 PAM	RGS4 block	HDAC3 inh	MrgX1 antag	ANO1 activ	MrgX1 agonist	TMEM16A inh	SKKanGAS inh	TRPC6 inh	TRPC6 activator	RGS4 pot
COc1cc(S(=O)(=O)N2CCOCC2)ccc1NC(=O)COC(=O)CC12CC3CC(CC(C3)C1)C2	i	i	u	i	i	i	i	-0.4	i	i	i
COC(=O)CCC(=O)Nc1sc2c(c1C#N)CCCC2	i	x	0.1	i	i	i	i	-0.7	x	x	x
Cc1c(Cl)cccc1NC(=O)CNC(=O)c1ccc(F)cc1	i	i	-2.2	i	i	i	i	-4.8	i	i	i
CC(C)[C@H](NC(=O)c1ccc(F)cc1)C(=O)OCC(=O)NC(=O)c1cccn1C	i	i	0.5	i	i	i	i	-5.5	i	i	i
COc1cc(OC)cc(-c2nc3ccccc3s2)c1	i	i	0.2	i	i	i	i	-3.1	i	i	i
Cc1ccc(NC(=O)N2CCC(C(=O)NCc3ccc(F)cc3)CC2)cc1	i	i	-4.7	i	i	i	i	4.5	i	i	i
Cc1ccc(/C=C/C(=O)c2cc(Br)ccc2OC(=O)c2ccco2)cc1	i	i	5.0	i	i	i	i	19.0	i	i	i
Cc1cc(Cn2nnnc2-c2ccncc2)cc(C)c1O	i	i	3.1	i	i	i	i	-3.4	i	i	i
CC(=O)N1CCCN(C(=O)c2ccc3nc(Cc4cccc(Cl)c4)oc3c2)CC1	i	i	2.0	i	i	i	i	-1.4	i	i	i
C=CCc1c(OC(C)=O)c2ccccc2n(C)c1=O	i	i	-6.1	i	i	i	i	-11.3	i	i	i

Compound activity deposited in PubChem BioAssay by several laboratories.

Random draw from the library; overall some 6.7% were active at least once.
